Screens deposited in PubChem BioAssay by National Center for Advancing Translational Sciences (NCATS).
DT40 TDP1 no CPT – qHTS for Inhibitors of human tyrosyl-DNA phosphodiesterase 1 (TDP1): qHTS in cells in absence of CPT; DT40 Tdp1-/- hTDP1 cells, no CPT, ATP luminescence, 48 h; Potency, µM (highest dose often 46.2 µM), without a hit: at the top dose activity change, negative = growth inhibition, hits mostly inhibitors; hit rate 15% among 420,000; note: nearly all actives have a fitted effect of over 55% in size
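A cellular qHTS used chicken DT40 cells lacking endogenous Tdp1 but carrying stably transfected human TDP1. Compounds were applied without camptothecin, and cell growth kinetics were judged by ATP-dependent luminescence after ≥48 hr.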
GCN5L2 inh – qHTS Assay for Inhibitors of GCN5L2; Potency, µM (doses to about 58.9 µM), inactives show top-dose activity change, negative = inhibition, usual class: inhibitors; Histone acetyltransferase KAT2A (Homo sapiens), Q92830; GCN5L2 HAT assay, ThioGlo1 CoA-SH fluorescence; hit rate 0.21% among 390,000
Target sequence (Q92830 whole entry, looked up): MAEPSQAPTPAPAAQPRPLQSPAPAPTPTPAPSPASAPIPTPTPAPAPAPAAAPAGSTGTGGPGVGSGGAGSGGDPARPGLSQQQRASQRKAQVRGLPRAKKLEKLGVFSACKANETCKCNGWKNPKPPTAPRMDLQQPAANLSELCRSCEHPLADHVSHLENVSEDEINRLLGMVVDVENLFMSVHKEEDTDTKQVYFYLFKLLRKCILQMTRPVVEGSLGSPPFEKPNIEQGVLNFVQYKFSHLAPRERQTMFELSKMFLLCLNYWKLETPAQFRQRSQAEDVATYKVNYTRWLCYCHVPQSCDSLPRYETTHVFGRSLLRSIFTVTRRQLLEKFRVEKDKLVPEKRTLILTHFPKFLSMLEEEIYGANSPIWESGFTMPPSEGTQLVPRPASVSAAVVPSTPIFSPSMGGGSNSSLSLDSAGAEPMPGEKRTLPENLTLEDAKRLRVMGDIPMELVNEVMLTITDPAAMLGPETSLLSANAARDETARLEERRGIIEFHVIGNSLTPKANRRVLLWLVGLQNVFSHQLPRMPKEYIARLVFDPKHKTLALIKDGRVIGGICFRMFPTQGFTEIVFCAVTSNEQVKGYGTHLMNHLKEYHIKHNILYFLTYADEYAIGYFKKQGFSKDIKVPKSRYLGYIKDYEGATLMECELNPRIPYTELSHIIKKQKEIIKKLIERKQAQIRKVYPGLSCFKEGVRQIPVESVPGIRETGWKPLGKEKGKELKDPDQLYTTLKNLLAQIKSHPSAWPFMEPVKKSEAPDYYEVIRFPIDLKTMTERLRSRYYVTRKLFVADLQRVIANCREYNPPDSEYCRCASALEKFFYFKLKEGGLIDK
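Preincubate 20nM GCN5L2 with compound 15 min, RT → add 50uM ThioGlo1 + 75uM H3(1-25) + 70uM acetyl-CoA → read fluorescence 0 and 20 min. Primary qHTS; fluorescent artifacts likely.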
TDP1 inh – qHTS Assay for Inhibitors of Tyrosyl-DNA Phosphodiesterase (TDP1). Tyrosyl-DNA phosphodiesterase 1 (Homo sapiens), Q9NUW8. recombinant TDP1, AlphaScreen DNA substrate cleavage. Potency, µM (doses to about 130 µM), for inactives: at the top dose activity change, negative = inhibition, hits mostly inhibitors. hit rate 0.28% among 350,000; note: nearly all actives have a fitted effect of over 40% in size
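Signal: AlphaScreen proximity between streptavidin donor and anti-FITC acceptor beads on intact substrate. Reaction: Tdp1 1 nM, substrate 15 nM final, 5 min RT after 15 min compound preincubation.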
Active calls of the source: *; ? = inconclusive; . = not tested or not shown; & = joins results of further samples; [ ] = dose if it differs, or a comment. Calls come from the whole dose curve; as a rule, active = well fitted curve in the direction sought with a large enough effect; inconclusive = small, poorly fitted or top-dose-only effect, or another doubt; inactive = no such curve, though single readings can be large; an effect the other way counts as inactive or inconclusive. % is set by controls: 0 for no effect and ±100 for the full control effect; potency is the fitted concentration of half-maximal effect.

SMILES | DT40 TDP1 no CPT | GCN5L2 inh | TDP1 inh
O=C(CSc1ccccn1)N1CCc2ccccc21 | -4% | -12% | -3%
Cc1ccc(COc2ccc(/C=N/O)cc2)cc1 | ? | -2% | 3%
COc1cc(/C=N/n2nnnc2Nc2ccccc2)cc(OC)c1OC | 18µM* | -16% | 5%
CCOc1ccc(C(c2c(O)cc(C)n(CCOC)c2=O)N2CCN(c3ccc(F)cc3)CC2)cc1 (centres undefined) | ? | -1% | 0%
COc1ccc(CCNC(=O)CSc2nnc3ccccn23)cc1 | -19% | -1% | 5%
COc1ccc(N(C(=O)/C=C\C(=O)Nc2ccc(C)cc2)C(C(=O)NCc2ccco2)c2ccc(C)cc2)cc1 (centres undefined) | 4.1µM* | -10% | 5%
CCN(CC)S(=O)(=O)c1ccc(N2CCOCC2)c(NC(=O)Cc2cccc3ccccc23)c1 | 16µM* | -11% | 8%
Cc1c(NC(=O)c2ccccc2F)cccc1-c1nc2cccnc2s1 | -25% | -10% | 0%
CC1=C(/C=C/C(C)=C/C=C/C(C)=C\CO)C(C)(C)CCC1 | ? | 18% | 9%
Cc1cccc(Nc2nc(N)nc(-c3oc4ccccc4c3C)n2)c1 | 26µM* | -2% | 6%
Cc1noc(Cn2c(=O)c3ccccc3n(CC(=O)Nc3ccc(F)cc3F)c2=O)n1 | -5% | -2% | -3%
COc1ccc(/C=C(/NC(=O)c2ccccc2)C(=O)N2CCOCC2)cc1OC | 5% | -9% | .
CCN(CC)C1CCN(C(=O)c2cc(COc3ccc(F)cc3Cl)on2)C1 (centres undefined) | ? | -9% | 2%
CN1CCN(S(=O)(=O)c2ccc(Br)s2)CC1 | 1% | -11% | 3%
O=C(CN1C(=O)NC2(CCCC2)C1=O)NCc1ccc(Cl)cc1 | 3% | -1% | 0%
O=c1cc(-c2ccc(O)cc2)oc2c([C@@H]3O[C@H](CO)[C@@H](O)[C@H](O)[C@H]3O)c(O)cc(O)c12 | . | -14% | -8%
CCOC(=O)c1ccc(NC(=S)N2CCSC2c2ccc(OC)cc2)cc1 (centres undefined) | ? | 0% | 6%
CCc1ccccc1NC(=O)C(Cc1ccccc1)c1nn[nH]n1 (centres undefined) | 2% | -5% | .
Cc1cc(C)n(C(=O)c2ccncc2)n1 | . | -2% | 2%
Cc1ccc(C(=O)NCCCNc2ccc(C(F)(F)F)cc2[N+](=O)[O-])cc1 | ? | -7% | 2%
COc1ccc(Cl)cc1NC(=O)CN(C)C(=O)c1cn(-c2ccccc2)nc1-c1cccnc1 | ? | -10% | -7%[0.505 µM]
CCCN(CCC)C(=O)Cn1c(=O)n(-c2ccc(OC)cc2)c(=O)c2ccc(C(=O)NCc3ccc(C)cc3)cc21 | 16µM* | -1% | 2%
c1coc(-c2nnc(SCc3cn4ccccc4n3)o2)c1 | -23% | -4% | 6%
O=C(O)Cc1ccc(NC(=O)Nc2ccc3c(c2)OCO3)cc1 | 2% | -5% | 1%[56.1 µM]
CC(C)Cn1c(CN2C(=O)c3ccccc3C2=O)nc2ccccc2c1=O | -13% | -1% | 1%
Cc1ccc2c(c1)nnn2C1CCN(C(=O)C23CC4CC(CC(C4)C2)C3)CC1 | ? | -5% | 3%
Brc1ccc(-c2csc(NNC3=NCCCCC3)n2)cc1 | ? | ? | 11%
Cc1nc(=O)c(-c2ccccc2)c(C)n1CCCCCC(=O)O | -19% | 0% | 1%
O=C(c1ccccc1Cl)n1nc(-c2cccnc2)nc1NCc1ccc(F)cc1 | ? | -8% | 6%
Cc1ccc(S(=O)(=O)n2ccc3c2CCCC3=O)cc1 | 21µM* | -4% | .
O=C(NNS(=O)(=O)c1ccc(Br)cc1)NC1CCCCC1 | -17% | 2% | -3%
COc1ccc(CCn2c(=S)[nH]c3ccc(N4CCOCC4)cc3c2=O)cc1OC | ? | -4% | -2%
COc1ccc(C2c3cc(OC)c(OC)cc3CC(=O)N2c2cccc(C#N)c2)cc1 (centres undefined) | ? | -9% | 4%
COc1cc(NC(=S)NC(=O)C(C)C)ccc1NC(=O)c1cc2ccccc2o1 | ? | -6% | 5%
Cc1ccc(-c2nc(CS(=O)(=O)CC(=O)NCc3cccc(F)c3)c(C)o2)cc1 | ? | ? | .
CCOC(=O)CC1C(=O)NCCN1C1CCCC1 (centres undefined) | 3% | -5% | -2%
COc1ccccc1N1CCN(C(=O)CSc2nnc(-c3ccoc3C)o2)CC1 | ? | -9% | 4%
CCC1CCCCN1CCCNC(=O)CSc1nc2nc(C)c(Cc3ccc(C)cc3)c(C)n2n1 (centres undefined) | ? | 0% | 4%
CCc1cc(-c2[nH]ncc2-c2ccc([N+](=O)[O-])cc2)c(O)cc1OC | ? | 1% | .
COc1cccc(Nc2nc3ccc(C(=O)c4ccccc4)cc3n3cnnc23)c1 | ? | 0% | .
COCCNc1nc(N)c([N+](=O)[O-])c(N2CCCCCC2)n1 | -19% | -8% | .
CCc1cc2c(=O)c(-c3cscn3)coc2c(CN(C)C)c1O | 2.3µM* | -10% | 3%
Cc1c(C)c2c(OCC(=O)N3CCC(C(=O)O)CC3)cc3c(c2oc1=O)CCC(C)(C)O3 | -11% | 16µM* | .
CC(C)N(CCNC(=O)c1ccc(CS(=O)(=O)c2c(Cl)cccc2Cl)o1)Cc1ccccc1 | ? | -9% | 4%
Cc1ccc(NC(=O)Cn2nc(C(F)(F)F)c3c2CCC3)cc1 | ? | -12% | -2%
COc1ccc(N2CCN(C(=O)Cc3ccc(C)cc3)CC2)cc1 | ? | -8% | 6%
COc1ccc(NC(=O)N2CCCC(C(=O)NCCc3ccccc3)C2)cc1 (centres undefined) | ? | -1% | 0%
Cc1ccc(S(=O)(=O)Nc2ccc(C(=O)N3CCCC3)cc2)c(C)c1NS(C)(=O)=O | 15% | -4% | 11%
CCSc1nc2c(c(=O)[nH]c(=O)n2C)n1C | -17% | 0% | 3%
Cc1onc(-c2ccccc2)c1C(=O)NCc1cccs1 | -4% | 0% | 1%
CC(C)(C)C(=O)N1CCN(c2ccc([N+](=O)[O-])c(NCc3cccnc3)c2)CC1 | 4.1µM* | -6% | 3%
O=C(/C=C/c1cccc([N+](=O)[O-])c1)OCC(=O)N1CCOCC1 | ? | -1% | 0%
CC(C)C[C@H](NC(=O)c1nc[nH]c1C(=O)NC1CCNCC1)C(=O)OCc1ccccc1 | -7% | -2% | 0%
COc1ccc2c(c1)CCc1c(C(=O)Nc3c(C)n(C)n(-c4ccccc4)c3=O)noc1-2 | -24% | -1% | 3%
CCOC(=O)/C(C#N)=N/Nc1ccccc1OC | 1% | 0% | 0%
Nc1cccc(-n2nncc2-c2ccc(Cl)cc2)c1 | . | -4% | 4%
COC(=O)c1c(NC(=O)Cc2cccs2)sc(C(=O)N2CCCCC2)c1C | -24% | 0% | 0%[56.1 µM]
N[C@]1(C(=O)O)CCc2cc(C(=O)O)ccc21 | -5% | . | -14%[56.1 µM]
Cc1ccc(NC(=O)CSc2nccn2C)cc1S(=O)(=O)N1CCOCC1 | -19% | -2% | 3%
CC(C)CCNC(=O)c1cccc(S(=O)(=O)N2CCc3ccccc32)c1 | ? | -1% | 2%
Continuation.
SMILES | DT40 TDP1 no CPT | GCN5L2 inh | TDP1 inh
O=C(Cc1ccc(Cl)cc1)NNC(=S)NC(=O)c1cccnc1 | -24% | 0% | 8%
O=C(COc1ccc2ccc(=O)oc2c1)Nc1c(Cl)cccc1C(F)(F)F | 23% | -3% | .
Cc1cccc(NC(=O)c2cc3n(n2)C(C(F)(F)F)CC(C2CC2)N3)c1C (centres undefined) | 5% | -4% | 0%
CCCCC(=O)Nc1cccc(NC(=O)CC)c1 | 6% | 2% | 2%
O=C(O)[C@@H]1CCCN1S(=O)(=O)c1cccc(S(=O)(=O)N2CCC[C@H]2C(=O)O)c1 | -3% | -19% | .
COC(=O)c1ccc(N)c(CS(=O)(=O)c2ccc(Cl)cc2)c1 | -3% | -4% | .
COc1ccc(NS(=O)(=O)c2cc(NC(=O)c3cnccn3)ccc2OC)cc1Br | ? | -9% | -3%
CCN(CC)c1ccc(NC(=O)CN2CCN(c3nc(C)cc(C)n3)CC2)cc1 | 16µM* | -9% | 0%
CC(=O)OC1C2CCC1C([N+]1(C)CCCCC1)CC2 (centres undefined) | -1% | -18% | 6%
COc1ccc(NC(=O)c2ccc(-n3cccn3)nc2)cc1 | 8% | -25% | 6%
Cc1cc(SCC(=O)NC(=O)c2cccn2C)nc2ccccc12 | 6% | -1% | 8%
COC(=O)CSc1ccc(S(=O)(=O)N2CCCCCC2)cc1[N+](=O)[O-] | 6% | -6% | 8%

Next section (2 carried over from the part before).
SMILES | DT40 TDP1 no CPT | GCN5L2 inh | TDP1 inh
Cc1cc(SCC(=O)NC(=O)c2cccn2C)nc2ccccc12 | 6% | -1% | 8%
COC(=O)CSc1ccc(S(=O)(=O)N2CCCCCC2)cc1[N+](=O)[O-] | 6% | -6% | 8%
CCn1c(=O)n(-c2ccc(C)c(F)c2)c(=O)c2sc3ccccc3c21 | ? | -7% | 4%
CCC1CCC(NC2CCCCNC2=O)CC1 (centres undefined) | 10% | -5% | 2%
C/C(=N\N=C(/N)c1nonc1N)c1ccc2c(c1)OCO2 | -4% | 2% | .
COc1ccc(-c2nc(CS(=O)CC(=O)N3CCN(C)CC3)c(C)o2)cc1 (centres undefined) | 24% | -3% | 1%
O=C(O)C(CC1CCCCC1)N1CCS(=O)(=O)CC1 (centres undefined) | -11% | -4% | 0%
O=C(CSc1ccccc1)Nc1cc(S(=O)(=O)N2CCOCC2)ccc1N1CCOCC1 | 0% | -11% | 1%
C/C(=N\O)C(=O)NCc1ccncc1 | -12% | 0% | 2%
O=C(Nc1cccc(S(=O)(=O)N2CCCCCC2)c1)c1ccc2c(c1)OCO2 | ? | -11% | 0%
CN1CCN(C(=O)/C(=C/c2ccccc2)c2ccccc2)CC1 | -15% | 0% | 0%
O=C(O)c1ccc2c(c1)N(Cc1cccc(F)c1)C(=O)CS2 | 3% | -5% | 2%
NC(=O)C1CCN(C(=O)CCSCc2ccc(Cl)c(Cl)c2)CC1 | -20% | 3% | .
CCN(CC)c1ccc(/C=C(\C#N)C(N)=O)cc1 | -3% | -5% | 4%

An excerpt from above in order of count of non-hydrogen atoms, descending:
SMILES | DT40 TDP1 no CPT | GCN5L2 inh | TDP1 inh
COc1ccc(-c2nc(CS(=O)CC(=O)N3CCN(C)CC3)c(C)o2)cc1 (centres undefined) | 24% | -3% | 1%
CN1CCN(C(=O)/C(=C/c2ccccc2)c2ccccc2)CC1 | -15% | 0% | 0%
CCN(CC)c1ccc(/C=C(\C#N)C(N)=O)cc1 | -3% | -5% | 4%

Additional structures:
SMILES | DT40 TDP1 no CPT | GCN5L2 inh | TDP1 inh
COc1ccc(C2CN=NC2C(=O)c2ccccc2)cc1 (centres undefined) | ? | -26% | .
CC1CCCCN1CC(=O)NC(=O)NCc1ccccc1 (centres undefined) | -2% | 1% | -2%
Cc1ccc(Sc2ccc(/C=N/O)cc2[N+](=O)[O-])cc1 | ? | . | 11%
CC(=O)C1=C(C)N(CC2CC2)C(=O)N[C@H]1c1ccccc1 | -1% | 1% | 1%&5%
CN1CCC(=NNC(=O)CN(c2cccc([N+](=O)[O-])c2)S(=O)(=O)c2ccccc2)CC1 | -19% | -2% | 2%[0.0935 µM]
CS(=O)(=O)N(CC(=O)Nc1ccccc1C(=O)NCc1ccco1)c1ccccc1F | -28% | -6% | -3%
CN(c1ccccc1)S(=O)(=O)c1ccc(Cl)c(C(=O)NCC(c2ccco2)N2CCCC2)c1 (centres undefined) | 13µM* | 0% | 1%
COc1ccc(/C=C/C(=O)c2ccc(O)cc2)cc1CN1CCOCC1 | 29µM* | -10% | 0%
O=C(Nc1cccnc1)c1cccc(S(=O)(=O)N2CCCC2)c1 | ? | -2% | 6%
COc1ccccc1CNC(=O)CS(=O)(=O)c1cccc2nsnc12 | 4% | 12% | 3%
COc1ccc(N(C(=O)c2cc3ccccc3oc2=O)C2C=CS(=O)(=O)C2)c(OC)c1 (centres undefined) | -19% | -2% | -6%
CCC(=O)Nc1ccc(S(=O)(=O)Nc2ccc(Cl)nn2)cc1 | 19% | 0% | 6%

Entries of single compounds as entered above. Screens in order: DT40 TDP1 no CPT, GCN5L2 inh, TDP1 inh
`CC(=O)C1=C(C)N(CC2CC2)C(=O)N[C@H]1c1ccccc1` as listed: -1%, 1%, 1%&5%
`Cc1ccc(Sc2ccc(/C=N/O)cc2[N+](=O)[O-])cc1` as listed: ?, ., 11%
`COc1ccccc1CNC(=O)CS(=O)(=O)c1cccc2nsnc12` as listed: 4%, 12%, 3%
`COc1ccc(N(C(=O)c2cc3ccccc3oc2=O)C2C=CS(=O)(=O)C2)c(OC)c1` (centres undefined) as listed: -19%, -2%, -6%
`CC1CCCCN1CC(=O)NC(=O)NCc1ccccc1` (centres undefined) as listed: -2%, 1%, -2%

These rows are one share of the data (hit frequency here may not be typical).
